Screening results (PubChem)
Vif-APOBEC3G blk = inhibitors of Vif-APOBEC3G interaction; Q9HC16; HeLa A3G-eYFP + Vif (tagged APOBEC3G with the HIV-1 protein that degrades it), YFP fluorescence, overnight; Potency, µM (highest dose often 46.1 µM), for the others: at the highest dose activity, negative = active, actives largely listed as inhibitors; 0.076% of 410,000 active;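 further: potency means the concentration at half of the fitted maximal effect; on the % scale 0 is the no-effect control and ±100 the full control effect; nearly all actives have a fitted effect of over 60% in size; hits raise eYFP signal because A3G escapes Vif-driven loss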
Target sequence (Q9HC16 whole entry, looked up): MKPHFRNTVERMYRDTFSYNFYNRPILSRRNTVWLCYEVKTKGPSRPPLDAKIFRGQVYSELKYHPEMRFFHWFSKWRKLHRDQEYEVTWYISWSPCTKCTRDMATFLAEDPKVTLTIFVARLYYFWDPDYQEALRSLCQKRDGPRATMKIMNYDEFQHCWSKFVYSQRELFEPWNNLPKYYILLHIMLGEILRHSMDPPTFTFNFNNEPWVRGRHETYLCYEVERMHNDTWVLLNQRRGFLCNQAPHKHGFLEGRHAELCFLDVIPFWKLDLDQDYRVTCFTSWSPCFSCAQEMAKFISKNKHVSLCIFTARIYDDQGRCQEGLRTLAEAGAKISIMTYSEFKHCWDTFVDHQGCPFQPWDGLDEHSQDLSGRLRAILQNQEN
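Read-out is eYFP fluorescence (Ex 488/Em 500-530) from Vif-expressing HeLa A3G-eYFP cells; more signal means A3G escaped Vif-mediated degradation. Cells plated overnight, compound pinned in, incubated overnight at 37 deg C.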
ERG Ets-DNA blk = inhibitors of human ERG Ets domain-DNA interaction; P11308; fluorescence polarization, His-ERG Ets domain / labelled DNA; Potency, µM (series often up to 76.9 µM), without a hit: top-dose FP activity, negative = inhibition, hits mostly inhibitors; 0.028% of 370,000 active; AID 624246; active means well fitted inhibition curve with a large enough effect in the polarisation, with a control signal flat; inconclusive means small, poorly fitted or top-dose-only effect, or effect the other way, or a change in a side signal; inactive means no such curve, though single readings can be large or run the other way; the % refers to the polarisation;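 further: polarization taken with two DNA probes labelled with fluorescein and Texas red; potency means the concentration at half of the fitted maximal effect; % of control where 0% means no effect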
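His-tagged ERG Ets domain (1 uM in the protein solution; 300mM KCl, 50mM Tris-HCl, 1mM EDTA, 1mM DTT, pH 7.5) received compound, then a probe mix of 5 nM fluorescein-DNA and 100nM Texas-615-DNA. Fluorescence polarization was read for both dyes.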
LDHA inh = LDHA (human) enzyme inhibition; P00338; purified LDHA, NADH/diaphorase-resazurin fluorescence; stronger effect = lower value; activity change, % (values are at about 110 or 230 µM); 0.15% of 480,000 active; AID 1347041; in the data active means activity change below about -30%; inconclusive means mostly about -25% to -30%;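 further: plate controls were DMSO wells for no effect and wells without enzyme for full effect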
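Resorufin fluorescence (ex540/em590), read at 0 and 20 min after diaphorase/resazurin addition, reports the NADH left after a 5 min room-temperature reaction of 2 nM human LDH5 with 0.06 mM NADH and 0.2 mM pyruvate.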
D2 antagonist = antagonizes the human D2 dopamine receptor; P14416; HEK293 TREx D2 cells, calcium flux, dopamine EC80; inhibition, % at 10 µM; 2% of 340,000 active; in the data active means inhibition above about 30%; further: 0% is about no effect
Target sequence (P14416 whole entry, looked up): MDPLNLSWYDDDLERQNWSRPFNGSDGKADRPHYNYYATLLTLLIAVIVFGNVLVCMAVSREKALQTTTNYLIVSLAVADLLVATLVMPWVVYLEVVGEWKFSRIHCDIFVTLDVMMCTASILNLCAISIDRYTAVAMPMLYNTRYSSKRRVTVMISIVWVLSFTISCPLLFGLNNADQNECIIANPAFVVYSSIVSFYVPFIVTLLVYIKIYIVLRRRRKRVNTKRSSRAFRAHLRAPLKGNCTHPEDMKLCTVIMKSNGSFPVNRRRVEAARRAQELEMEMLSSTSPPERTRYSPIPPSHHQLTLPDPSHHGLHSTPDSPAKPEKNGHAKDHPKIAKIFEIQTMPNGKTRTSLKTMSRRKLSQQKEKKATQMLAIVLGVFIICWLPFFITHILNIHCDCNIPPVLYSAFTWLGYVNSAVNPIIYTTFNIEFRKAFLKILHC
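Dopamine at EC80 is the agonist stimulus; test compounds precede it by 180 s. Calcium flux read kinetically in a force-coupled, inducible HEK293 T-REx D2 cell line.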
Glioma ERSR ind = induces the endoplasmic reticulum stress response in human glioma cells | U87-MG GRP78 promoter luciferase reporter, 16 h | Potency, µM, inactives show at the highest dose activation, most hits filed as activators | 0.02% of 420,000 active | AID 602332; further: potency means the concentration at half of the fitted maximal effect; series mostly up to about 76 µM; % of control where 0% means no effect; nearly all actives have a fitted effect of over 35% in size
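Stably transfected U87-MG human glioma cells carrying a GRP78-based luminescent sensor were seeded at 1000 cells/well, pin-dosed with compounds and incubated 16 h. Luciferase reagent was then added, and end-point luminescence was read after 10 min at room temperature.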
Vif-APOBEC3F blk = inhibitors of Vif-A3F interaction | HeLa A3F-eYFP + Vif (tagged APOBEC3F with the HIV-1 protein that degrades it), YFP fluorescence increase | Potency, µM (highest dose often 46.1 µM), for inactives: top-dose activity, negative = active | 0.2% of 390,000 active | AID 602313; further: potency means the concentration at half of the fitted maximal effect; % of control where 0% means no effect; nearly all actives have a fitted effect of over 65% in size
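HeLa cells stably expressing A3F-eYFP plus Vif, plated and incubated overnight at 37 deg C, then exposed to compounds overnight at 37 deg C. Blocked degradation read as raised yellow fluorescence (Ex 488/Em 500-530).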
ALOX12 inh = ALOX12 (human) lipoxygenase inhibition | P18054 | purified 12hLO, xylenol orange hydroperoxide absorbance | Potency, µM (doses to about 108 µM), for inactives: at the highest dose activity change, negative = inhibition, hits mostly inhibitors | 1.1% of 580,000 active | AID 1671190; further: potency means the concentration at half of the fitted maximal effect; on the % scale 0 is the no-effect control and ±100 the full control effect
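Purified human 12hLO at 150 nM in 25 mM Hepes, 0.01% Triton X-100, pH 7.0, preincubated 15 min at room temperature with compound. Reaction started with 40 uM arachidonic acid, 30 min at room temperature. Hydroperoxide measured by Fe-xylenol orange, 573/405 nm absorbance ratio.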
D2 ag = D2 dopamine receptor (human) agonism; P14416; HEK293 T-REx D2 cells, calcium flux agonist mode; activation, % at 2 µM; 0.53% of 340,000 active;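 active means activation over 3 SD above normal in the single-dose calcium agonist read, cut at about 30% in these data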; further: 0% is about no effect
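Tetracycline-induced HEK293 Trex cells with D2 receptor force-coupled to calcium signaling, plated overnight at 30 C and loaded with no-wash calcium dye. Calcium flux read kinetically for 180 s after compound addition; responses flag agonists.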
RGS4 inh = blocks human RGS4-accelerated GTP hydrolysis | Transcreener GDP fluorescence polarization, RGS4-accelerated GTP hydrolysis | P49798 | 0.039% of 390,000 active | AID 504845 | Potency, µM (doses to about 114 µM), for inactives: top-dose activity change, negative = inhibition, actives largely listed as inhibitors; further: potency means the concentration at half of the fitted maximal effect; on the % scale 0 is the no-effect control and ±100 the full control effect; nearly all actives have a fitted effect of over 75% in size; some results filed as inactive show a strong effect at the top dose
Target sequence (P49798 whole entry, looked up): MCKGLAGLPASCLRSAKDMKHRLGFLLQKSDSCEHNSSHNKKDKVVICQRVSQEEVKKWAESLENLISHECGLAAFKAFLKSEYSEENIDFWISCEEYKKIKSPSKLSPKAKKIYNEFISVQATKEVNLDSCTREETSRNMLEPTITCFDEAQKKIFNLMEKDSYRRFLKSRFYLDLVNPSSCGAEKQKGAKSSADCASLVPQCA
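MLSMR compounds (23 nl, pin-transferred) preincubated 10 min at room temperature with a 500nM (2x) first reagent, then RGS4 at 900nM (2x) plus Transcreener GDP mix added; fluorescence polarization (620/688 nm) read before and after 90 min at 30 °C.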
* = called active by the depositor; ? = inconclusive; . = no result given; [ ] = another dose, or the depositor's remark. Unless noted, the call rests on the fitted dose curve; in most records, active means well fitted curve in the direction sought with a large enough effect; inconclusive means small, poorly fitted or top-dose-only effect, or another doubt; inactive means no such curve, though single readings can be large; an effect the other way counts as inactive or inconclusive. Some of the compounds tested (hit frequency here may not be typical).

Results follow in this order: RGS4 inh	D2 antagonist	ERG Ets-DNA blk	D2 ag	LDHA inh	Glioma ERSR ind	Vif-APOBEC3F blk	Vif-APOBEC3G blk	ALOX12 inh
#1 C[C@@H]1CCCCO[C@H](CN(C)C(=O)Nc2cccc3ccccc23)[C@@H](C)CN([C@H](C)CO)C(=O)c2cc(N(C)C)ccc2O1
  .	.	.	.	3.8	-4.2%	-7.2%	-3.0%	-30.1%
#2 O=C(NCCc1cccc(Cl)c1)c1cc([N+](=O)[O-])ccc1Cl
  -11.8%	3.2	.	0.2	-4.7	-1.4%	-16.1%	-5.0%	-23.9%
#3 O=C(Cc1ccccc1)Nc1ccc(S(=O)(=O)N2CCOCC2)cc1
  -6.0%	-19.6	-3.2%	0.7	-0.4	-2.8%	1.0%	8.1%	11.1%
#4 C/C(=N\O)C(=O)NCCCNCCCN(C)C
  8.9%	-29.2	4.0%	-0.5	-3.7	-2.2%	.	-0.6%	0.2%
#5 CCCCN(C)CCC(=O)Nc1ccc(C)cc1
  0.9%	-5.1	-1.5%	-0.7	0.7	-1.3%	8.4%	3.7%	20.7%
#6 O=C(NCCc1cccnc1)c1cc(COc2ccc(F)cc2Cl)on1
  13.6%	-3.4	10.2%	-1.7	-1.4	-5.0%	6.4%	-4.6%	10.2%
#7 COc1ccc(-c2noc(CCCC(=O)N3CCN(c4cc(C)ccc4C)CC3)n2)cc1
  2.4%	.	-8.7%	.	-1.3	-1.1%	5.4%	4.2%	?
#8 NC(=NCc1ccc2c(c1)OCO2)NC(=O)c1ccccc1
  -10.1%	.	-7.7%	.	-5.7	-1.8%	-14.9%	-0.8%	-7.8%
#9 Cc1csc(SCC(=O)Nc2c(C)n(C)n(-c3ccccc3)c2=O)n1
  3.3%[11.4 µM]	-2.0	-0.4%	-0.9	1.3	-0.3%	4.0%	-0.6%	?
#10 CCCCN(C(=O)c1cccc2c(=O)c(C)c(-c3ccccc3)oc12)c1ccccc1
  20.2%[11.4 µM]	-9.9	-6.5%	-2.1	1.8	-0.2%	-3.6%	6.4%	-8.6%
#11 COc1ccc(CN(C(C)=O)c2cc(C)c([N+](=O)[O-])cc2OC)cc1OC
  .	.	.	.	-3.4	-4.1%	-2.0%	-6.5%	-3.6%
#12 CC(C)(C)c1cc(C(=O)NNC(=O)Nc2ccccc2)n(Cc2ccccc2)n1
  2.8%	.	-1.1%	.	-3.3	-4.5%	-21.1%	-3.0%	0.0%
#13 CCC(=O)N1CCc2cc(S(=O)(=O)CCC(=O)N3CCc4ccccc4C3)ccc21
  36.6%	0.3	-5.3%	0.0	-7.0	-2.0%	1.8%	-5.7%	.
#14 O=C(COc1ccc2ccccc2c1)NC1CC(=O)N(c2cccc(F)c2)C1 (configuration not stated)
  -38.2%	.	3.3%	-0.1	0.2	-1.7%	-5.2%	-0.4%	-13.5%
#15 Cc1ccc(/C=C/C(=O)c2ccc(O)cc2)cc1
  1.8%	10.1	-0.8%	0.1	-3.3	1.8%	8.6%	?	-29.9%
#16 COc1ccc(C(C)=O)cc1COC(=O)c1ccc(OCc2c(C)noc2C)cc1
  ?	2.8	-0.2%	1.4	-6.5	-12.5%	0.2%	-11.3%	4.3%
#17 C[C@@H](CN1CCC[C@H]1CN1C(N)=NC[C@@H]1Cc1ccccc1)N1C[C@@H](Cc2ccccc2)N(CCCC2CCCC2)C1=N
  7.2%	.	-7.3%	.	-4.8	-0.8%	-1.4%	1.2%	.
#18 CCOC(=O)C1CCN(C(=O)CN(c2cccc(OC)c2)S(=O)(=O)c2ccccc2)CC1
  ?	-16.7	0.6%	0.7	-2.6	-3.5%	-3.5%	0.0%	0.0%
#19 COc1ccccc1CN1CCN(Cc2nc(-c3ccccc3)no2)CC1
  -4.0%	-18.2	-2.4%	-0.4	-0.6	0.0%	12.5%	-0.4%	-1.1%
#20 O=C(NCc1ccccc1)c1cccc(COc2cc(Cl)ccc2Cl)c1
  6.9%	-1.9	0.3%	1.0	-3.0	-4.4%	-4.1%	-0.9%	17.2%
#21 CCOc1ccc(NC(=O)CSc2nncn2C)cc1
  -5.3%	.	-3.3%	.	3.1	-1.4%	-17.4%	5.2%	0.8%
#22 O=C(N/N=C/c1ccccc1O)/C(=C/c1ccccc1)CCO
  10.1%	-11.9	3.0%	0.7	-1.0	4.1%	8.3%	-0.5%	-11.2%
#23 OCCCc1nc2n(n1)C(c1ccccc1)C=C(c1ccc(F)cc1)N2 (configuration not stated)
  -26.8%	1.3	0.8%	-0.4	6.3	-3.9%	-0.5%	-1.6%	10.2%
#24 COc1ccc(OCC(=O)Nc2ccc(C(=O)Nc3ccccc3C(=O)O)cc2)cc1
  -40.6%	-5.3	-1.7%	-0.3	-10.4	-0.6%	1.6%	-2.7%	?
#25 CN(C)c1ccc(C=c2c3ccccc3n3c2cc(-c2ccccc2)[n+]3C)cc1
  -35.3%	.	92.4%[activator]	.	30.5	-7.7%	?	0.5%	39.8µM*
#26 CCOC1Cc2ccccc2N(C(N)=O)c2ccccc21 (configuration not stated)
  1.1%	-2.6	.	-0.8	-2.1	0.4%	0.6%	0.1%	4.4%
#27 Cc1nn(C)c2c1c(C(F)(F)F)cc(=O)n2CC(=O)NCc1ccc(OC(C)C)cc1
  13.0%	.	3.9%	-0.8	-3.9	-0.7%	-10.0%	0.1%	-15.6%
#28 CC(C)COc1ccc(C(=O)N2C(=O)c3ccc(N)cc3C2=O)cc1
  6.8%	17.0	2.8%	1.1	-8.0	0.6%	2.5%	2.4%	0.0%
#29 Cc1ccccc1NC(=O)Cc1nc(COC(=O)c2ccc(NC(N)=O)cc2)cs1
  -4.5%	.	6.0%	.	2.4	-3.8%	-19.9%	-0.5%	-6.3%
#30 Cc1ccc2c(c1)sc1nncn12
  .	.	.	.	-4.4	-3.3%	-6.8%	-0.5%	10.5%
#31 COc1ccc(CNC(=O)Cn2c(=O)nc(-c3ccccc3F)c3cc(Cl)ccc32)cc1
  7.4%	.	-7.2%	-3.4	-8.9	-1.5%	4.4%	10.2%	-32.3%
#32 S=C(NCCCN1CCOCC1)Nc1ccc(Cl)cc1Cl
  -27.3%	-8.3	3.1%	0.3	-14.5	-2.8%	3.7%	-2.3%	?
#33 COC(=O)c1c(-c2cccc(C)c2)csc1N
  -4.1%	0.6	-2.9%	-0.5	9.9	-5.0%	0.0%	0.3%	-43.3%
#34 CCCOc1ccc(C(F)(F)F)cc1NS(=O)(=O)c1ccc(Cl)nc1
  -36.1%	-19.0	-0.2%	-0.1	2.3	-3.9%	1.7%	-1.7%	-17.9%
#35 CC1(C)OC(=O)C=C[C@]2(C)[C@H]3CC[C@@]4(C)[C@H](c5ccoc5)OC(=O)[C@H]5O[C@]54[C@]3(C)C(=O)C[C@@H]12
  4.0%	2.6	-9.9%	-0.1	-2.1	-5.8%	1.7%	3.6%	22.7%
#36 CCCCN(C)C1CCN(C(=S)Nc2ccc(OC)cc2)CC1
  -9.7%	4.3	-3.8%	0.7	-0.1	-0.1%	7.2%	-0.1%	14.2%
#37 O=C(CCSCCC(=O)NN=Cc1ccccc1O)NN=Cc1ccccc1O
  -3.5%	.	-2.5%	.	-9.5	0.6%	-5.7%	0.1%	-6.3%
#38 CCOCCCNC(=O)C(NC(=O)Cc1c[nH]c2ccccc12)c1ccc(OC)cc1 (configuration not stated)
  -4.7%	-6.7	-0.6%	7.0	-3.9	-0.3%	9.2%	-0.9%	0.0%
#39 CCOP(=O)(Cc1ccc(C(C)(C)CC(C)=O)o1)OCC
  -14.5%	.	1.2%	.	2.4	0.7%	0.7%	-2.9%	?
#40 O=C(CSc1nc2ncccc2[nH]1)c1ccc2c(c1)OCO2
  -16.8%	-14.9	1.6%	1.1	-1.7	2.3%	-5.1%	-4.7%	66.4%[activator]
#41 Cc1ccc2oc(-c3cccc(NC(=O)c4sc5c([N+](=O)[O-])cccc5c4Cl)c3)nc2c1
  -7.4%	.	2.3%	-0.1	-7.1	-2.9%	-6.4%	-3.5%	-19.1%
#42 COC(=O)c1[nH]c2cccc(OC)c2c1NC(=O)CCN1CCC(C)CC1
  0.3%	-5.0	-4.1%	0.4	-4.6	-2.7%	1.5%	0.2%	-2.2%
#43 CCCCn1c(CNC(=O)CC)nc2ccccc21
  -3.2%	-5.2	7.7%	-0.3	-4.9	-2.3%	-2.3%	-3.4%	-0.4%[57.4 µM]
#44 O=C1CCCCC1Nc1ccc([N+](=O)[O-])cc1 (configuration not stated)
  4.1%	.	.	.	-6.5	-4.7%	-6.5%	3.5%	-17.3%
#45 Cc1cccc(-n2c(C)cc(C(=O)NC3CCCCC3)c2C)c1
  -4.9%	1.2	-11.5%	0.5	-5.6	3.3%	-8.1%	-6.9%	-6.2%
#46 COc1ccccc1C(CNc1ccc(S(=O)(=O)N2CCCC2)cc1[N+](=O)[O-])N(C)C (configuration not stated)
  14.3%	0.9	-8.1%	-0.4	1.5	-3.4%	?	-1.2%	488.5%[activator]
